Vif-A3F inh = blocks the Vif interaction with APOBEC3F; HeLa A3F-eYFP + Vif (tagged APOBEC3F with the HIV-1 protein that degrades it), YFP fluorescence increase; Potency, µM (doses to about 46.1 µM), inactives show at the top dose activity, negative = active; 0.2% of 390,000 active; AID 602313; also: % of control where 0% means no effect; nearly all actives have a fitted effect of over 65% in size
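Fluorescence increase (Ex 488/Em 500-530) after overnight compound treatment at 37 deg C flags inhibition of Vif-driven A3F-eYFP loss in stable HeLa A3F-eYFP/Vif cells seeded overnight beforehand.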
TrxR1 substrate = is turned over as a substrate by rat TrxR1 | O89049 | purified TrxR1 substrate turnover, NADPH consumption readout | Potency, µM (doses to about 114 µM), for the others: top-dose activity change, negative = substrate turnover | 0.01% of 390,000 active; also: % is scaled to controls: 0 for no effect and ±100 for the full control effect; nearly all actives have a fitted effect of over 50% in size
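Rat TrxR1, dispensed at 90 nM, was prereduced with 400 uM NADPH (final) for 5 min at ~22 deg C, then incubated with compound 15 min before 400 uM selenite. A first-read NADPH fluorescence drop versus no-compound background flagged substrates.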
ALOX12 inh = blocks human arachidonate 12S-lipoxygenase | P18054 | purified 12hLO, xylenol orange hydroperoxide absorbance | Potency, µM (highest dose often 108 µM), inactives show top-dose activity change, negative = inhibition, hits mostly inhibitors | 1.1% of 580,000 active | AID 1671190; also: % is scaled to controls: 0 for no effect and ±100 for the full control effect
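Purified human 12hLO at 150 nM in 25 mM Hepes, 0.01% Triton X-100, pH 7.0, preincubated 15 min at room temperature with compound. Reaction started with 40 uM arachidonic acid, 30 min at room temperature. Hydroperoxide measured by Fe-xylenol orange, 573/405 nm absorbance ratio.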
TrxR1 inh = inhibitors of rat thioredoxin reductase 1; 1% of 390,000 active; O89049; recombinant rTrxR1, NADPH fluorescence consumption, selenite substrate; Potency, µM (series often up to 114 µM), inactives show at the highest dose activity change, negative = inhibition, actives largely listed as inhibitors; also: % is scaled to controls: 0 for no effect and ±100 for the full control effect; nearly all actives have a fitted effect of over 65% in size
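Rat TrxR1 (90 nM in the dispensed reagent) was pre-reduced with 400 uM NADPH for 5 min at room temperature, then incubated with compound for 15 min. After 400 uM selenite was added, NADPH fluorescence (Ex 340/Em 450 nm) was followed for 8 min.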
RGS4 inhibitor = human RGS4 inhibition. P49798. Transcreener GDP fluorescence polarization, RGS4-accelerated GTP hydrolysis. Potency, µM (series often up to 114 µM), without a hit: at the highest dose activity change, negative = inhibition, most hits filed as inhibitors. 0.039% of 390,000 active. AID 504845; also: % is scaled to controls: 0 for no effect and ±100 for the full control effect; nearly all actives have a fitted effect of over 75% in size; some results filed as inactive show a strong effect at the top dose
Target sequence (P49798 whole entry, looked up): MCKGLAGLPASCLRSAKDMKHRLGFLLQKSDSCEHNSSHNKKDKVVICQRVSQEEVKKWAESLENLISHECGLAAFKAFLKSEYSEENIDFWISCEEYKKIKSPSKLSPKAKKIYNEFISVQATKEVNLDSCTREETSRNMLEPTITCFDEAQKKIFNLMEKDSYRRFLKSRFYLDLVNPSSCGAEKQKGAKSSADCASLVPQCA
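MLSMR compounds (23 nl, pin-transferred) preincubated 10 min at room temperature with a 500nM (2x) first reagent, then RGS4 at 900nM (2x) plus Transcreener GDP mix added; fluorescence polarization (620/688 nm) read before and after 90 min at 30 °C.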
IDH1 R132H inh = inhibitors of human mutant IDH1 R132H. 0.093% of 390,000 active. AID 602179. IDH1-R132H enzyme, NADPH consumption, diaphorase/resazurin fluorescence. Potency, µM (doses to about 76.6 µM), inactives show top-dose activity change, negative = inhibition, hits mostly inhibitors; also: % is scaled to controls: 0 for no effect and ±100 for the full control effect; nearly all actives have a fitted effect of over 65% in size
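IDH1-R132H (0.5 ug/mL dispensed) in pH 7.5 Tris buffer was preincubated 30 min with compound, then given a substrate mix of 0.016 mM NADPH and 2 mM alpha-KG for 80 min at room temperature; remaining NADPH was read by diaphorase/resazurin fluorescence.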
Vif-APOBEC3G blk = Vif-A3G binding inhibition | Q9HC16 | HeLa A3G-eYFP + Vif (tagged APOBEC3G with the HIV-1 protein that degrades it), YFP fluorescence, overnight | Potency, µM (highest dose often 46.1 µM), inactives show at the highest dose activity, negative = active, actives largely listed as inhibitors | 0.076% of 410,000 active | AID 602310;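 also: % is scaled to controls: 0 for no effect and ±100 for the full control effect; nearly all actives have a fitted effect of over 60% in size; hits raise eYFP signal because A3G escapes Vif-driven loss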
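Read-out is eYFP fluorescence (Ex 488/Em 500-530) from Vif-expressing HeLa A3G-eYFP cells; more signal means A3G escaped Vif-mediated degradation. Cells plated overnight, compound pinned in, incubated overnight at 37 deg C.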
RXFP1 agonist = agonists of human relaxin receptor RXFP1; Q9HBX9; HEK293T-RXFP1 cAMP TR-FRET, 30 min; response scale: percent of porcine relaxin response, buffer zero; Potency, µM (top dose mostly 57.5 µM), inactives show at the highest dose activation, most hits filed as activators; 0.3% of 370,000 active; AID 2676; also: % is scaled to controls: 0 for no effect and ±100 for the full control effect; nearly all actives have a fitted effect of over 60% in size; many of its hits are not listed in these tables
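HEK293 cells stably expressing RXFP1, treated 30 min at 37C with compounds plus PDE4 inhibitor Ro 20174; cAMP measured by HTRF TR-FRET. Normalized to buffer and 29 nM porcine relaxin; EC50 by Hill fit.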
USP1-UAF1 inh = blocks the human USP1/UAF1 deubiquitinase complex; 0.23% of 390,000 active; O94782; recombinant USP1/UAF1, Ub-Rhodamine cleavage fluorescence; Potency, µM (series often up to 57.1 µM), for inactives: top-dose activity change, negative = inhibition, most hits filed as inhibitors; also: % is scaled to controls: 0 for no effect and ±100 for the full control effect; nearly all actives have a fitted effect of over 60% in size; inactives centre near -12
Target sequence (O94782 whole entry, looked up): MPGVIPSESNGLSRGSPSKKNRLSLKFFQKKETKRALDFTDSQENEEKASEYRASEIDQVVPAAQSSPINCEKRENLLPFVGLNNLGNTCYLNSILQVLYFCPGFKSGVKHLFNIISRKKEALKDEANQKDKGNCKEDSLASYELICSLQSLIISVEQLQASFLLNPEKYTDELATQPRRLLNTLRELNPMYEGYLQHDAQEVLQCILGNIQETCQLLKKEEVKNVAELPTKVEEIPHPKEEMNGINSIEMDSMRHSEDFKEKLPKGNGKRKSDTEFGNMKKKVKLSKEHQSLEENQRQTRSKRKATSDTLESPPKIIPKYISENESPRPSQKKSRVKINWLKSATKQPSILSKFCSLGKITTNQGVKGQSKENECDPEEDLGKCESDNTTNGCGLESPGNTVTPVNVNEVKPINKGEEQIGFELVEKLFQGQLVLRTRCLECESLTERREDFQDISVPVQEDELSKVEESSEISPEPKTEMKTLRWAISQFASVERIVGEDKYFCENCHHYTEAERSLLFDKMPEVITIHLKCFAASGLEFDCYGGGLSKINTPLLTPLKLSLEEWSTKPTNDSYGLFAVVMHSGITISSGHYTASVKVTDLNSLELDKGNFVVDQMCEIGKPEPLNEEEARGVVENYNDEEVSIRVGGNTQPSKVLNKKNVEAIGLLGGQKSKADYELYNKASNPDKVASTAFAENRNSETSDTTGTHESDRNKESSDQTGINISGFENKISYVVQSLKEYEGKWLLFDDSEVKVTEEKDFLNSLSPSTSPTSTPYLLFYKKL
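High-throughput fluorogenic screen: 1nM USP1/UAF1 complex, Ub-Rho substrate 150nM final, 50mM HEPES pH 7.8 with 0.5mM EDTA, 0.1 mg/ml BSA, 1mM TCEP and 0.01% Tween-20.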
The depositor's hits bear a star; ? = inconclusive; . = no result given; [ ] = dose if it differs, or a comment. Calls follow the shape of the dose curve; as a rule, active = well fitted curve in the direction sought with a large enough effect; inconclusive = small, poorly fitted or top-dose-only effect, or another doubt; inactive = no such curve, though single readings can be large; an effect the other way counts as inactive or inconclusive. Potency is read from the fitted curve at half-maximal effect.

The line under a structure holds: Vif-A3F inh | TrxR1 substrate | ALOX12 inh | TrxR1 inh | RGS4 inhibitor | IDH1 R132H inh | Vif-APOBEC3G blk | RXFP1 agonist | USP1-UAF1 inh
> COc1ccc2[nH]cc(CCNS(=O)(=O)c3ccccc3)c2c1
→ 5% | 10% | ? | 31% | -11% | 15% | -6% | 3.8% | -11%
> COc1ccc(-c2nc3sc(CCNC(=O)C(=O)Nc4ccc(C)c(C)c4)c(C)n3n2)cc1
→ -5% | -4%[57.1 µM] | 1% | 7%[57.1 µM] | 13% | -9% | 7% | 0.4% | -8%
> COc1ccc(CN(CC2CCCO2)C(=O)c2cc3ccccc3oc2=O)cc1 (stereo not given)
→ -1% | 0% | -6% | 6% | -5% | 0% | 2% | -1.1% | -8%
> Cc1ccc(CNC(=O)c2c(-c3ccccc3F)noc2C)o1
→ -12% | -1%[57.1 µM] | ? | 5%[57.1 µM] | 17% | 21% | -2% | -1.2% | -19%
> Cc1cccn2c(=O)c3cc(C(=O)NCc4ccccc4)c(=N)n(CCOCCO)c3nc12
→ 4% | 931%[activator] | ? | 261%[activator] | 11% | -6% | 3% | ? | -17%
> S=C(Nc1ccc(Cl)cc1)NC1CC2CCCC(C1)N2C1CCCC1 (stereo not given)
→ -15% | 6% | -24% | -17% | -6% | 1% | 1% | 1.2% | -15%
> Cc1cc(-c2ccc(S(=O)(=O)Nc3ccccc3C)cc2)on1
→ -10% | -6% | ? | 10% | 25% | -2% | -13% | 0.1% | -5%
> CC(=O)OC(c1nc2ccccc2c(=O)n1C1CC2(OC1=O)c1ccccc1N1C(=O)C(C)(C)N(O)C12)C(C)C (stereo not given)
→ 4% | -9% | ? | -6% | -9% | -9% | 4% | 1.9% | -5%
> Cc1ccc(/C=N/Nc2nc(Cl)c(Cl)cc2Cl)s1
→ 2% | 2% | 1%[57.4 µM] | 0% | 23% | 0% | 0% | 0.9% | -17%
> Cc1cc([N+](=O)[O-])nn1Cn1nc([N+](=O)[O-])cc1C
→ 10% | -4% | 13% | 6% | 26%[56.9 µM] | -11% | 0% | -0.3% | -8%
> COc1ccc(C(CNC(=O)c2ccc(OCc3cscn3)cc2)N2CCCC2)cc1 (stereo not given)
→ 1% | . | -11% | . | . | 0% | 3% | . | -24%
> CCc1ccccc1NC1=NCC(=O)N1C1CCCCC1
→ 4% | -3% | 0% | -6% | -25% | 2% | 2% | 0.7% | -19%
> CCOC(=O)c1c(C)oc2nc(C)nc(NCC3CCN(Cc4ccccc4C)CC3)c12
→ -11% | 3% | -3% | 25% | -17% | -4% | -2% | -0.2% | -26%
> O=c1[nH]c(=O)n(Cc2ccco2)c2c1C(C(F)(F)F)(C(F)(F)F)N=C(c1ccc(F)cc1)N2
→ -2% | 156%[activator] | 1% | 40% | -9% | -2% | 4% | 1.7% | -16%
> Cc1ccc(N2C(=O)CSC23C(=O)N(CC(=O)NCCc2ccccc2)c2ccccc23)cc1 (stereo not given)
→ 0% | -11% | 1% | -5% | 6% | -6% | -3% | -4.4% | -12%
> CCN1CCN(C(c2ccccc2)c2nnnn2Cc2ccccc2)CC1 (stereo not given)
→ . | -8% | ? | -20% | -7% | 5% | -1% | 0.1% | -11%
> CCC(=O)Nc1ccc(NC(=O)c2ccco2)cc1
→ -2% | -4% | 8%[57.4 µM] | 8% | -9% | 7% | 2% | 1.7% | -4%
> CCNS(=O)(=O)c1cc(-c2nnc(Nc3cccc(C(F)(F)F)c3)c3ccccc23)ccc1C
→ 1% | -4% | -10% | 6% | 8% | 6% | 1% | 8.4% | -36%
> O=C(Nc1c2c(nn1-c1ccc(F)cc1)CS(=O)(=O)C2)c1ccc(S(=O)(=O)N2CCOCC2)cc1
→ 6% | 8%[57.1 µM] | ? | 13%[57.1 µM] | 2% | -1% | 0% | 4.5% | -7%
> COc1ccc(S(=O)(=O)N(CC(=O)N2CCN(C)CC2)c2ccc(C)cc2)cc1OC
→ -15% | 14% | 1% | 13% | 5% | 6% | 2% | 0.4% | -1%
> COc1ccc(Cl)cc1S(=O)(=O)n1nnc2ccccc21
→ -2% | 4% | 0% | 18% | 8% | -6% | 0% | 0.0% | 2%
> C=CCN(CC=C)C(=O)Nc1cc(OC)ccc1OC
→ 0% | 0% | -7% | 13% | 2% | -5% | -5% | 0.7% | -26%
> COCCNC(=O)C(OC(=O)c1ccco1)c1ccc(OC)cc1 (stereo not given)
→ 6% | 2% | -7% | 7% | 6% | -12% | 1% | . | -15%
> CC(=O)Nc1ccc(C(=O)N/C(=C/c2ccccc2)C(=O)N2CCCCC2)cc1
→ 15% | -3% | 3% | 1% | 3% | 7% | 0% | 3.9% | 3%
> COc1cc(CC(=O)Nc2ccc(S(=O)(=O)N(C)C)cc2)cc(OC)c1OC
→ 3% | 6%[57.1 µM] | ? | 5%[57.1 µM] | -13% | 2% | -3% | 0.1% | -1%
> Cc1ccc(NC(=O)CC2Nc3cccc4cccc(c34)NC2=O)cc1 (stereo not given)
→ -1% | -3% | ? | -25% | -32% | 28% | -5% | 2.4% | -27%
> COc1ccc(CNC(=O)CN2C(=O)COc3ccc(S(=O)(=O)Nc4ccccc4)cc32)cc1
→ 0% | -4% | -1% | 23% | 21% | -19% | -1% | 1.1% | -12%
> Cc1ccnc(SCC(=O)Nc2sccc2C#N)n1
→ 2% | 7% | -2% | 20% | -25% | 18% | 4% | 1.5% | -25%
> COc1ccc(-c2[nH]ncc2-c2ccc3c(c2)OCCO3)c(O)c1
→ -2% | 6%[57.1 µM] | ? | 4%[57.1 µM] | 6% | 9% | -8% | 0.9% | -28%
> Cc1nc(-c2ccc(S(=O)(=O)NCc3ccc(F)cc3)cc2)co1
→ -2% | -6%[57.1 µM] | -22% | 6%[57.1 µM] | -12% | -1% | 4% | 3.2% | -21%

Single values from the results shown:
COc1ccc(S(=O)(=O)N(CC(=O)N2CCN(C)CC2)c2ccc(C)cc2)cc1OC in USP1-UAF1 inh reads -1%
CCOC(=O)c1c(C)oc2nc(C)nc(NCC3CCN(Cc4ccccc4C)CC3)c12 in TrxR1 substrate reads 3%
CC(=O)Nc1ccc(C(=O)N/C(=C/c2ccccc2)C(=O)N2CCCCC2)cc1 in RXFP1 agonist reads 3.9%

(cont.)
SMILES | Vif-A3F inh | TrxR1 substrate | ALOX12 inh | TrxR1 inh | RGS4 inhibitor | IDH1 R132H inh | Vif-APOBEC3G blk | RXFP1 agonist | USP1-UAF1 inh
Cc1cc(=O)oc(C)c1C(=O)NCc1cccnc1 | -17% | -4% | -23% | 20% | 8% | -3% | 0% | 2.8% | -17%
O=S(=O)(c1ccccc1)C1CON(Cc2ccccc2)C1c1ccccc1 (stereo not given) | 15% | -19%[11.4 µM] | -4% | 32%[11.4 µM] | -15% | 7% | -9% | 0.9% | -8%
CCOC(=O)CN1C(=O)N[C@@H](CCc2ccccc2)C(C(=O)OC)=C1C | -2% | 5% | -1% | 17% | -11% | 8% | 1% | . | -21%
Cc1ccc(OCCCC(=O)NCc2ccco2)cc1 | -3% | 6% | ? | 8% | -14% | 0% | 0% | 1.2% | 5%
CCOc1ccccc1-c1nc(-c2ccncc2)no1 | 7% | 8%[57.1 µM] | 4% | 8%[57.1 µM] | 13% | 8% | -7% | 2.8% | -21%
CN(C)/C(=C\C(=O)c1ccccc1)C(=O)c1ccccc1 | 6% | 5%[57.1 µM] | -11% | 2%[57.1 µM] | 15% | 6% | 0% | . | -5%
NC(=O)c1nsc(C(=O)N(c2ccccc2)C(C(=O)NC2CCCC2)c2cccs2)c1N (stereo not given) | 1% | 10%[57.1 µM] | 3% | 24%[57.1 µM] | 21% | -2% | -10% | 0.5% | -28%
CSc1cccc(-n2c(C)cc(C(N)=O)c2C)c1 | -9% | 11%[57.1 µM] | 0% | -11%[57.1 µM] | 1% | -3% | -6% | -1.0% | -22%
O=C(CSc1nc(=O)n(Cc2ccco2)c2c1CCC2)Nc1ccccc1C(F)(F)F | -2% | -5%[57.1 µM] | -23% | 2%[57.1 µM] | 16% | 4% | -1% | 0.5% | -4%
CC(=O)C(=[N+]=[N-])C(=O)NCc1ccccc1 | 0% | 5%[57.1 µM] | -8% | 11%[57.1 µM] | 19% | 2% | 1% | -1.1% | -18%
C=C1CCN([C@@H](CC(C)C)C(=O)NCc2ccc(OC)cc2)S(=O)(=O)c2ccccc21 | 3% | 6%[57.1 µM] | -4% | 15%[57.1 µM] | 10% | -13% | 0% | . | -21%

Rewritten with each value named: entries from further up
SMILES: NC(=O)c1nsc(C(=O)N(c2ccccc2)C(C(=O)NC2CCCC2)c2cccs2)c1N (stereo not given)
- Vif-A3F inh = 1%
- TrxR1 substrate = 10%[57.1 µM]
- ALOX12 inh = 3%
- TrxR1 inh = 24%[57.1 µM]
- RGS4 inhibitor = 21%
- IDH1 R132H inh = -2%
- Vif-APOBEC3G blk = -10%
- RXFP1 agonist = 0.5%
- USP1-UAF1 inh = -28%
SMILES: CCOC(=O)CN1C(=O)N[C@@H](CCc2ccccc2)C(C(=O)OC)=C1C
- Vif-A3F inh = -2%
- TrxR1 substrate = 5%
- ALOX12 inh = -1%
- TrxR1 inh = 17%
- RGS4 inhibitor = -11%
- IDH1 R132H inh = 8%
- Vif-APOBEC3G blk = 1%
- RXFP1 agonist = .
- USP1-UAF1 inh = -21%

Bioassay records: PubChem, National Center for Advancing Translational Sciences (NCATS)

The list is partial; count on the stated rates, not on these rows.
